Bioassay records deposited in PubChem BioAssay by National Center for Advancing Translational Sciences (NCATS).
Sm TGR inh: qHTS Assay for the Inhibitors of Schistosoma Mansoni Peroxiredoxins; actives 3% (n = 360,000); purified TGR, DTNB reduction, TNB absorbance 405 nm; Schistosoma mansoni thioredoxin glutathione reductase (TGR), Q962Y6; Potency, µM (top dose mostly 114 µM), without a hit: at the highest dose activity change, negative = inhibition, actives largely listed as inhibitors; further: potency means the concentration at half of the fitted maximal effect; nearly all actives have a fitted effect of over 60% in size
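First, TGR (20 nM dispensed) and NADPH were mixed with compound. Second, a 15 min room-temperature incubation followed. Third, further NADPH and then DTNB were added to start the reaction. Finally, TNB absorbance was monitored kinetically.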
AMA1 RON2 block: qHTS for Inhibitors of AMA1-RON; Towards Development of Antimalarial Drug Lead: Primary Screen | Plasmodium falciparum AMA1 (3D7) - RON2 peptide interaction | AlphaScreen AMA1-biotinylated RON2 peptide binding | Potency, µM (series often up to 58.2 µM), inactives show at the highest dose activity change, negative = inhibition, most hits filed as inhibitors | actives 0.2% (n = 360,000) | AID 720542, 2013;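 further: potency means the concentration at half of the fitted maximal effect; 0% = vehicle wells and -100% = peptide control; nearly all actives have a fitted effect of over 45% in size; some results filed as inactive show a strong effect at the top dose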
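AMA1 (3D7) with his tag at 25 nM final met compounds first, then biotinylated RON2 peptide at 25 nM; detection used donor plus acceptor beads, 10 µg/mL apiece, read by AlphaScreen after 30 min at room temperature.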
TbPYK inhibitor: qHTS of Trypanosoma Brucei Inhibitors; TbPYK enzyme, Kinase-Glo Plus ATP luminescence, 45 min; Potency, µM (highest dose often 76.8 µM), inactives show at the top dose activity, negative = inhibition, most hits filed as inhibitors; actives 0.12% (n = 410,000); pyruvate kinase (Trypanosoma brucei), Q57TT1; further: potency means the concentration at half of the fitted maximal effect; nearly all actives have a fitted effect of over 50% in size
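T. brucei PYK with substrate was exposed to pin-transferred compounds across a concentration series, then started with 130 uM ADP (final). After 45 min at room temperature, Kinase-Glo Plus luminescence was read, normalized and curve-fitted.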
HCMV inh: qHTS Assay for inhibitors of the human cytomegalovirus (HCMV). HFF cells, HCMV-luciferase reporter, 72 h; stronger effect = lower value. activity change, negative = inhibition, % at 57.5 µM. actives 4.5% (n = 410,000). AID 1259415, 2018; in the data active means activity change below about -60%; inconclusive means no clear call, values can overlap the other calls; inactive means above about -39%
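Two-dose cell screen: HFF monolayers treated with compounds and infected with luciferase-expressing HCMV at 1 PFU/cell, 72 h at 37C, then lysed for luciferase measurement.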
LmPK inh: qHTS Assay for Inhibitors of Leishmania Mexicana Pyruvate Kinase (LmPK). purified LmPK, Kinase-Glo ATP luminescence, 1 h. Potency, µM (highest dose often 57.5 µM), for the others: at the top dose activity change, negative = inhibition, usual class: inhibitors. actives 0.37% (n = 290,000). AID 1721, 2009; further: potency means the concentration at half of the fitted maximal effect
Target sequence (Q27686 whole entry, looked up): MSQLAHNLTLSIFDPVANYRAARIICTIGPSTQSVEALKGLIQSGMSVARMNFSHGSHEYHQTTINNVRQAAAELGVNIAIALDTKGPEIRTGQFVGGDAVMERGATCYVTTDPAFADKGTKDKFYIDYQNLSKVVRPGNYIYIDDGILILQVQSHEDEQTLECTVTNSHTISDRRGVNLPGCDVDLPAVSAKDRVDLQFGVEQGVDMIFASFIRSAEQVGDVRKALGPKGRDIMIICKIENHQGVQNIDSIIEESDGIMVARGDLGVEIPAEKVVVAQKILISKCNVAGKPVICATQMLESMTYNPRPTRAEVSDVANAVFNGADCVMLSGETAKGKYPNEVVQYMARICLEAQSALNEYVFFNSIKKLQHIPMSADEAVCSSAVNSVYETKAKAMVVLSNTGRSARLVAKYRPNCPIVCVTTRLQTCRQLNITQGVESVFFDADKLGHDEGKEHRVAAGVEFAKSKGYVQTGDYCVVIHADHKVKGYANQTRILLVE
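ATP generated from ADP (0.1 mM) and PEP (0.5 mM) by 0.1 nM LmPK over 1 h at room temperature (pH 7.2 imidazole buffer) was detected by coupled luciferase luminescence. Values were normalized to uninhibited and no-enzyme wells.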
AmpC no deterg: qHTS Inhibitors of AmpC Beta-Lactamase (assay without detergent); Potency, µM (top dose mostly 57.1 µM), for inactives: at the top dose activity change, negative = inhibition, most hits filed as inhibitors; P00811; AmpC nitrocefin hydrolysis, absorbance 480 nm, 0.0001% Triton; actives 0.52% (n = 330,000); AID 485341, 2010;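 further: potency means the concentration at half of the fitted maximal effect; plate controls were no compound for no effect and no enzyme for full effect; nearly all actives have a fitted effect of over 20% in size; some results filed as inactive show a strong effect at the top dose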
Target sequence (P00811 whole entry, looked up): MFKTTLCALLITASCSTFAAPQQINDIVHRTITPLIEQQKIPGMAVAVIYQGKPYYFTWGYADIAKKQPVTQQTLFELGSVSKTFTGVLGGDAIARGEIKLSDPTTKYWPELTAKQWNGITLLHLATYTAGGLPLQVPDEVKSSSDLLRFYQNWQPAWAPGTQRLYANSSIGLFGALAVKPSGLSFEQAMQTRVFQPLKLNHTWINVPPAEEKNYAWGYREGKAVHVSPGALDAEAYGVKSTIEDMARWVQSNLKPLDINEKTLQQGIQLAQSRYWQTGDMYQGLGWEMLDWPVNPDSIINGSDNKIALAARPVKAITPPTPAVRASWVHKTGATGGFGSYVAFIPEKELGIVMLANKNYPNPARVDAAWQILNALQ
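AmpC (5.3 nM in the dispensed reagent) in 20 mM phosphate pH 7.0 with 0.01% (detergent screen) or 0.0001% Triton X-100 was preincubated with compounds for 15 min at room temperature. Nitrocefin was then added from an 800 uM solution, and hydrolysis was followed at 480 nm.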
AmpC inh detg: qHTS Inhibitors of AmpC Beta-Lactamase (assay with detergent); actives 0.041% (n = 370,000); Potency, µM (titrated, usually from 114 µM), inactives show top-dose activity change, negative = inhibition, most hits filed as inhibitors; AmpC hydrolysis of nitrocefin, absorbance 480 nm, 0.01% Triton; P00811;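 further: potency means the concentration at half of the fitted maximal effect; 0% = no-compound wells and -100% = no-enzyme wells; nearly all actives have a fitted effect of over 25% in size; some results filed as inactive show a strong effect at the top dose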
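AmpC (5.3 nM in the dispensed reagent) in 20 mM phosphate pH 7.0 with 0.01% (detergent screen) or 0.0001% Triton X-100 was preincubated with compounds for 15 min at room temperature. Nitrocefin was then added from an 800 uM solution, and hydrolysis was followed at 480 nm.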
Starred values were filed as active, the others as inactive; ? = inconclusive; nt = no result given; [ ] = dose if it differs, or a comment. Unless noted, the call rests on the fitted dose curve; in most records, active means well fitted curve in the direction sought with a large enough effect; inconclusive means small, poorly fitted or top-dose-only effect, or another doubt; inactive means no such curve, though single readings can be large; an effect the other way counts as inactive or inconclusive. Unless noted, on the % scale 0 is the no-effect control and ±100 the full control effect. The order is random (roughly 7.4% active in at least one column).

SMILES | Sm TGR inh | AMA1 RON2 block | TbPYK inhibitor | HCMV inh | LmPK inh | AmpC no deterg | AmpC inh detg
CN1CCN(c2ccc(-c3cc(NC=O)c4ncc(-c5ccc(F)cc5)n4c3)cc2)CC1 | nt | -21% | -1% | 32 | nt | nt | nt
Oc1cc2c(cc1CN1CCc3ccccc3C1)OCO2 | 2.5µM* | -5% | -8% | 1 | 2% | -25% | 2%
CC(O)(c1ccc(F)c(F)c1)c1nc(-c2cc3ccccc3o2)cs1 (centres undefined) | nt | 2% | 9% | -21 | nt | nt | nt
Cc1cc(C(=O)Nc2nnc(C3CCCCC3)s2)cs1 | 1% | -7% | 0% | 70 | -3% | -19% | 10%
O=C(Nc1ccc2c(c1)OCO2)c1ccc2sc([C@@H]3O[C@H](CO)[C@@H](O)[C@H]3O)nc2c1 | nt | 16% | 4% | -15 | nt | nt | nt
CCc1nnc(NS(=O)(=O)c2ccc(NC(=O)CCC(=O)OC)cc2)s1 | 5% | 3% | 1% | -34 | 0% | -5% | 4%
O=C(O)Cc1ccc2sc(-c3ccccc3)nc2c1 | 4% | 0% | ? | 10 | ? | -29% | -9%
COc1cc(OC)c(C2C=CC(=O)CC2)c(OC)c1 (centres undefined) | nt | 0% | 0% | -26 | nt | nt | nt
Cc1ccc(OCC(=O)Nc2nc(C)c(Cl)cc2Cl)c([N+](=O)[O-])n1 | -9% | -6% | -9% | -9 | nt | -6% | 0%
Cc1cc2cc(CN(Cc3cccs3)C(=S)NCc3ccco3)c(=O)[nH]c2cc1C | -9% | -10% | -14% | -1 | 5% | -37% | -8%
Cc1cc(NC(=O)CN2CCCCC2C)nc2c1c(=O)oc1ccccc12 (centres undefined) | -9% | nt | nt | nt | 2% | -12% | -4%
COCCCNC(=S)N1CCCN(c2nc3c(C)c(C)ccc3cc2C#N)CC1 | 2% | 11% | -7% | -15 | 5% | -15% | -3%
COc1ccccc1COC(=O)C(NC(=O)c1ccc(C)cc1)C(C)C (centres undefined) | 6% | 4% | -5% | 0 | nt | -14% | -18%
Cc1ccc(NC(=O)C(C)N2CCOCC2)c(C(=O)c2ccccc2)c1 (centres undefined) | 8% | 0% | 2% | -15 | 0% | 28% | -2%
O=C(CCN=C1NS(=O)(=O)c2ccccc21)NCc1ccccc1F | nt | 11% | -2% | 13 | nt | 0% | nt
COc1cccc(NC(=O)N2CCc3ccccc3C2)c1 | 3% | -12% | -2% | 160 | -13% | -25% | 9%
CN(CC1CCCO1)S(=O)(=O)c1ccc(C(=O)NCc2ccccc2)cc1 (centres undefined) | 5% | -2% | 0% | -17 | 15%[11.5 µM] | -4% | 0%
O=c1cc(CSc2ccc([N+](=O)[O-])cc2)nc2sccn12 | -6% | 2% | 1% | ? | 0% | -27% | 4%
COc1cccc(NC(=O)c2ccccc2-c2nc(-c3cccc(C)c3)no2)c1 | 1% | 0% | 3% | 39 | 0% | -13% | ?
CCC(C)c1ccccc1O (centres undefined) | 0% | -2% | 0% | 23 | nt | -11% | 0%
COc1cc(/C=C2/C(=O)NN(c3cccc(Cl)c3)C2=O)cc(Br)c1O | -7% | -18% | -5% | 10 | 5% | -49% | -10%
CC(=O)c1ccc(-c2cnc3c(NC=O)cc(-c4ccc(S(C)(=O)=O)cc4)cn23)cc1 | nt | 28% | -13% | 25 | nt | nt | nt
Cc1noc(/C=C/N(C)C)c1S(=O)(=O)N1CCCC(C(=O)NCc2ccc(F)cc2)C1 (centres undefined) | 2% | nt | nt | nt | 16% | -4% | -3%
CC(=O)N1CCCc2cc(S(=O)(=O)N(C)CC(=O)Nc3ccc(C)cc3C)ccc21 | -1% | nt | -2% | -26 | nt | nt | 0%
O=C(NNS(=O)(=O)c1ccc(F)cc1)C1CC(c2cccnc2)=NO1 (centres undefined) | 2% | -2% | -6% | -38 | 2% | -8% | -1%
COc1ccc(CCN(C)CCC(=O)Nc2ccc(C)cc2)cc1OC | -2% | 0%[2.32 µM] | -2% | ? | -1% | -1% | 4%
CC1(C)Cc2c(C#N)c(N3CCOCC3)nc(Cc3ccccc3)c2CO1 | 0% | -4% | 5% | -29 | 2% | 43% | -14%
CC(C)CCn1c(N2CCCC2)nc2c1c(=O)[nH]c(=O)n2C | 0% | -17% | -2% | 81 | 6% | -1% | -3%
O=C(Cn1cnc2cc([N+](=O)[O-])ccc2c1=O)N(Cc1ccccc1)C1CCS(=O)(=O)C1 (centres undefined) | 1% | -1% | -14% | -29 | 6% | 11% | -3%
Cc1nn(-c2cccc(C(F)(F)F)c2)c(=O)c2noc(C)c12 | 4% | -1% | 4% | -17 | 2% | -4% | -1%
CCOC(=O)N1CCc2c(sc3c2c(=O)n(Cc2ccccc2)c(=O)n3CC(=O)Nc2cccc(CC)c2)C1 | -11% | nt | -2% | -24 | nt | nt | -2%
CC(C)c1ccc(Nc2nc(Cl)nc(NCCO)n2)cc1 | 1% | 5% | 0% | 36 | -7% | -1% | ?
O=C1c2[nH]nc(-c3ccccc3O)c2C(c2cccc(O)c2)N1Cc1ccco1 (centres undefined) | 1% | -12% | -21% | 21 | -3% | -14% | ?
COc1cccc2cc(-c3nnc(SCC(=O)NCc4ccccc4)n3C)oc12 | 9% | 8% | -6% | 11 | 10% | -2% | 1%
Cc1nc2sc(C)c(C)c2c(=O)o1 | -2% | ? | 2% | 109 | 0% | -13% | ?
CCN(CC)C(=O)C1CCCN(c2ncnc3c2nc2n3CCCCC2)C1 (centres undefined) | -17% | nt | -7% | 5 | nt | nt | 16%
CC(=O)c1cc2c(cc1NC(=O)CCC1CCCC1)OCO2 | 2% | nt | nt | -7 | 0% | 2% | -7%
COc1cc(C(=S)NC2CCCCC2)ccc1O | 2% | 0% | -12% | -15 | -1% | -31% | ?
Cc1onc(-c2c(Cl)cccc2Cl)c1C(=O)NCCN1CCOCC1 | -30% | -9% | 1% | 32 | -4% | -17% | 5%
Cc1nc2c(C(=O)NCCc3ccc(Cl)cc3)cnn2c(C)c1Cc1ccc(F)cc1 | -1% | nt | 6% | 46 | nt | nt | 16%
O=C(N/N=C/c1ccccc1Cl)c1ccc(F)cc1 | 3% | 4% | 1% | 42 | -10% | -49% | -1%
Cc1cc(C)nc(SCCn2c(N3CC(C)OC(C)C3)nc3c2c(=O)n(C)c(=O)n3C)n1 (centres undefined) | -2% | -6% | 7% | -7 | 2% | -3% | -7%
COc1ccc(CN(C)C(=O)c2ccc(Cl)c(S(=O)(=O)NCc3cccnc3)c2)cc1F | ? | -10% | -16% | -4 | nt | 35% | 0%
Cc1sc2c(c1C)CN(C1CC(C)(C)NC(C)(C)C1)CN2C(=O)c1ccco1 | 25µM* | nt | nt | nt | -4% | 47% | 1%
CC(=O)c1ccc(OCCCC(=O)OCc2nnc(-c3ccc(Cl)cc3)o2)cc1 | 1% | 24% | 7% | 3 | 1% | 30% | ?
Cc1ccc(C)c(S(=O)(=O)N2CCC(c3nc4c(nnn4Cc4ccc5c(c4)OCCO5)c(=O)[nH]3)CC2)c1 | 5% | -3% | -9% | -15 | -1% | 48% | 3%
C=CC[n+]1c(C)csc1Nc1ccc(C)cc1 | 0% | ? | 0% | -37 | 1% | -4% | 3%
CCNC(=S)N/N=C/c1cccc(OCc2c(F)cccc2Cl)c1 | -9% | 22% | -3% | ? | 0% | -55% | ?
Cc1[nH]c2ccccc2c1CCN(Cc1cccs1)C(=S)Nc1ccccc1 | 6% | -19% | -3% | -3 | 5%[11.5 µM] | -18% | 1%
CCOc1ccc(S(=O)(=O)N2CCOCC2)cc1NC(=O)c1ccc(N2CCCC2=O)cc1 | -1% | 6% | 6% | -8 | nt | 1% | ?
CCc1c(-c2ccccc2)nc2nc(C)c(C)nn12 | -14% | 36%[activator] | -3% | -7 | -1% | -3% | ?
FC(F)(F)c1cccc(Cn2c3[n+](c4ccc(C(F)(F)F)cc42)CCCCC3)c1 | -6% | 5% | -4% | -38 | 1% | 42% | -6%
O=C(C1CCN(S(=O)(=O)c2ccc(F)cc2)CC1)N1CCCC(C(F)(F)F)C1 (centres undefined) | -5% | 45%[activator] | 1% | -20 | nt | 41% | 0%
CCOC(=O)C1=C(C)NC(C)=C(C(=O)OCC)C1C(=O)OCC(=O)N1CCCCC1C (centres undefined) | -8% | 10% | -3% | -38 | nt | 51% | -13%
Cc1cccc(Cc2cnc(NC(=O)CN3C(=O)/C(=C/c4ccccc4)SC3=S)s2)c1 | -20% | 38%[activator] | -9% | -5 | 7% | -43% | -3%
O=C(C1CCN(S(=O)(=O)c2ccc(Br)s2)CC1)N1CCN(c2cccc(Cl)c2)CC1 | 2% | nt | 6% | -30 | nt | nt | 11%
CCC(C)C(NC(=O)C1CCC(C)CC1)C(=O)NC(CCSC)C(=O)OC (centres undefined) | -9% | -7% | -2% | 1 | 8% | -7% | -7%
CC(=O)c1ccc(N2CCN(c3ncnc4onc(C)c34)CC2)cc1 | 4% | nt | -1% | -37 | nt | nt | 22%
CC(C)CCNC(=S)Nc1ccc([N+](=O)[O-])cc1 | ? | 11% | -22% | -98* | -1% | -29% | 0%
COc1cc(OC)cc(C(=O)NC(C(=O)N2CCC2)C(C)C)c1 (centres undefined) | nt | -12% | 7% | 0 | nt | -14% | nt

Structural class: those above containing a CF3 group (three)
SMILES | Sm TGR inh | AMA1 RON2 block | TbPYK inhibitor | HCMV inh | LmPK inh | AmpC no deterg | AmpC inh detg
Cc1nn(-c2cccc(C(F)(F)F)c2)c(=O)c2noc(C)c12 | 4% | -1% | 4% | -17 | 2% | -4% | -1%
FC(F)(F)c1cccc(Cn2c3[n+](c4ccc(C(F)(F)F)cc42)CCCCC3)c1 | -6% | 5% | -4% | -38 | 1% | 42% | -6%
O=C(C1CCN(S(=O)(=O)c2ccc(F)cc2)CC1)N1CCCC(C(F)(F)F)C1 (centres undefined) | -5% | 45%[activator] | 1% | -20 | nt | 41% | 0%
